FEN1 inhibitor: qHTS Assay for the Inhibitors of Human Flap endonuclease 1 (FEN1). P39748. Recombinant FEN1 flap cleavage, fluorescence, 15 min. AID 588795, 2011. Potency, µM (highest dose often 114 µM), without a hit: at the top dose activity change, negative = inhibition, actives largely listed as inhibitors. actives 0.35% (n = 390,000); active = well fitted inhibition curve with a large enough effect; inconclusive = small, poorly fitted or top-dose-only effect; inactive = no such curve, though single readings can be large or run the other way; note: nearly all actives have a fitted effect of over 65% in size
Target sequence (P39748 whole entry, looked up): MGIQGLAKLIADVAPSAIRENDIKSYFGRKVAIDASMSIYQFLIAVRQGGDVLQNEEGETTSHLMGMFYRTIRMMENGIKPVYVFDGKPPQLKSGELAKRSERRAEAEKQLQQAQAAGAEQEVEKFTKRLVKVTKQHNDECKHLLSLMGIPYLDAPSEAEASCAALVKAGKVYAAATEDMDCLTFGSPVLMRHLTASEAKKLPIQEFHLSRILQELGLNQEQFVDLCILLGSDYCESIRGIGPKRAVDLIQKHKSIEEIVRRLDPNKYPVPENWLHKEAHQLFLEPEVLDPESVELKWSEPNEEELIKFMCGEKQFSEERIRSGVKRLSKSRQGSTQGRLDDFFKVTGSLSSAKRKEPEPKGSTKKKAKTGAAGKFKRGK
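Enzyme 10 nM, 15 min RT preincubation with compound; start with substrate 50 nM final; reads at 0 and 15 min; qHTS titration, four-parameter Hill fit.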
Active calls of the source: *; ? = inconclusive. % is set by controls: 0 for no effect and ±100 for the full control effect; potency is the fitted concentration of half-maximal effect. These rows are one share of the data; rates above refer to the full screens.

SMILES | FEN1 inhibitor
CC(c1ccccc1)C(OC(=O)c1cccc([N+](=O)[O-])c1C(=O)O)c1ccccc1 (stereo not drawn) | -1%
O=C(C[N+]12CN3CN(CN(C3)C1)C2)c1ccc(Cl)cc1 | 14%
O=[N+]([O-])c1ccc(O)c(C2CCCCC2)c1 | 2%
COc1ccc(OC)c(/C=C/c2cc3ccccc3c[n+]2C)c1 | ?
CN(C(=O)c1ccc(NC(=O)Cc2cccc(NC(=O)C3CCCN(C(=O)C4CCC4)C3)c2)cc1)C1CC1 (stereo not drawn) | -11%
CN=C1NC(C)(C)C2CCC(C)(CC2)S1 | -13%
COc1ccc(N2CC(C(=O)N3CCc4ccccc43)CC2=O)cc1 (stereo not drawn) | 5%
Cc1ccc(NC(=O)Cn2nc(-c3ccc(Cl)cc3)c3ccccc3c2=O)cc1 | 16%
COC(=O)CCC(=O)Nc1nc(-c2ccccc2)cs1 | 15%
CC(C)(C)n1ncc2c(=O)n(Cc3cccc(Cl)c3Cl)cnc21 | -4%
O=C(NCCc1ccccc1)C1CCC(Cn2c(=O)c3ccccc3n(Cc3cccc(Cl)c3)c2=O)CC1 (stereo not drawn) | 14%
CSCCC(NC(=O)COc1ccccc1)C(=O)OCc1ccc(Cl)cc1 (stereo not drawn) | 4%
COc1ccc(/C=C2/C=Cc3ccccc32)cc1 | 0%
OC(COc1ccccc1)CN1CCN(c2ccccc2)CC1 (stereo not drawn) | -3%
O=C(Cc1ccc(NC(=O)C2CCN(C(=O)C3CCC3)CC2)cc1)Nc1ccc(C(=O)N2CCOCC2)cc1 | -6%
CC(=O)NC1=CC(=O)c2nonc2C1=O | -53%
O=C(NNc1nc(N2CCCC2)nc(N2CCCC2)n1)c1ccccc1 | 7%
O=C(NCC1CCCO1)c1nn2c(C(F)(F)F)cc(-c3ccco3)nc2c1Cl (stereo not drawn) | -15%
Cc1ccc(Nc2nnc(SCC(O)=C(C#N)c3nc4ccccc4[nH]3)s2)c(C)c1 | -24%
CC(=O)n1c(-c2ccccc2)c(-c2ccccc2)n(C)c1=O | 2%
CC(=O)C(C(c1ccccc1)N1CCCc2ccccc21)N1CCOCC1 (stereo not drawn) | -19%
NC(=S)NN=CCn1cc([N+](=O)[O-])c(=O)[nH]c1=O | 2%
CCc1ccc(Nc2ccc3nonc3c2[N+](=O)[O-])cc1 | 12%
O=C(CCS(=O)(=O)c1ccccc1)Nc1nc(-c2ccccn2)cs1 | -9%
CCOC(=O)Nc1ccc(S(=O)(=O)Nc2onc(C)c2C)cc1 | -4%

Two records drawn at random from those above:
SMILES | FEN1 inhibitor
CCOC(=O)Nc1ccc(S(=O)(=O)Nc2onc(C)c2C)cc1 | -4%
CN=C1NC(C)(C)C2CCC(C)(CC2)S1 | -13%

More entries
SMILES | FEN1 inhibitor
CN(C)Cc1c[nH]c2nc[nH]c(=O)c12 | -1%
O=C(NNc1ccccc1)NC(Cc1ccccc1)C(=O)O (stereo not drawn) | 2%
O=C(NC1=NCCS1)c1cccc(Br)c1 | 1%
CCOC(=O)[C@@H](C)N(C(=O)OC(C)(C)C)S(=O)(=O)N(Cc1ccccc1)[C@@H](C(=O)OC)C(C)C | -7%
CC(=NN1CC(=O)NC1=O)c1ccc([N+](=O)[O-])o1 | 3%
CCN1C[C@@H]2[C@@H]3C(=O)N(Cc4ccccc4)C(=O)[C@@H]3[C@](CC)(C(=O)OC)N2C1=NCc1ccccc1 | 15%
Cc1cc(C)n(-c2nc3ccccc3nc2Nc2ccc(C(C)C)cc2)n1 | -5%
Brc1ccc(CN2CCN(c3ccccn3)CC2)s1 | 0%
CN(C)c1ccc2cc(S(=O)(=O)O)cc(O)c2c1 | 50µM*
C(=NN1CCCCCC1)c1ccc2ccccc2n1 | 6%
CCOc1cc(C(=O)N2CCC(CC3CC(c4ccccc4)=NO3)(C(=O)NCc3ccc(OC)cc3)CC2)cc(OCC)c1OCC (stereo not drawn) | -10%
CCCCCCCCCC[Si](C)(C)CCC(=O)N[C@@H](Cc1ccc(C)cc1)c1ccccc1 | -4%
N#CC(CCc1ccccc1[N+](=O)[O-])(CCc1ccccc1[N+](=O)[O-])C(N)=O | -2%
Cn1c(=O)c2c(nc(NCCc3ccccc3)n2Cc2cccc(Br)c2)n(C)c1=O | -4%
COc1ccc(C(=O)N(Cc2ccco2)Cc2cc3cc(C)ccc3[nH]c2=O)cc1OC | -4%
CCOc1ccc(C=NN2CCCCCC2)cc1OCC | -2%
CC(C)(C)C1CCc2c(sc(NC(=O)c3ccncc3)c2C(=O)Nc2ccccc2Cl)C1 (stereo not drawn) | 14%
CN(Cc1ccccc1)C(=O)c1ccc(NC(=O)Cc2ccc(NC(=O)C3CCCN(C(=O)C4CCC4)C3)cc2)cc1 (stereo not drawn) | 5%
O=C(Nc1ccc2oc(-c3cccnc3)nc2c1)c1ccccc1F | 2%
c1ccc(Nc2nc(N3CCCC3)nc(N3CCOCC3)n2)cc1 | 10%
COc1cc(NS(=O)(=O)c2ccc(NC(=O)COc3ccc(Cl)cc3Cl)cc2)nc(OC)n1 | -1%
CC(C)(C)c1ccc(C2=CC(c3ccccc3)n3ncnc3N2)cc1 (stereo not drawn) | -14%
O=C(Nc1ccc(F)c(Cl)c1)c1ccccc1NC(=O)C1CCCCC1C(=O)O (stereo not drawn) | 13%
COc1ccccc1C(=O)Oc1ccc(C(c2c(C)[nH][nH]c2=O)c2c(C)[nH][nH]c2=O)cc1 | 3%
COc1ccc(C(=O)NCCNC(=O)c2ccc(OC)cc2)cc1 | -11%

Additional records:
SMILES | FEN1 inhibitor
Cc1cc(C(=O)Nc2ccon2)ccc1[N+](=O)[O-] | -8%
COc1ccc(NC(C)=O)c([N+](=O)[O-])c1[N+](=O)[O-] | -11%
C=CCOC(=O)C1=C[C@@H](c2ccc3c(c2)OCO3)C[C@@H](OCCCCO)O1 | -1%
CCOC(=O)c1cnc2ccc(C)cc2c1Nc1ccc(N(CC)CC)cc1 | 7%
NC1=NC[C@H](Cc2ccccc2)N1CC1CCCCC1 | 13%
CC(CNC(=O)c1ccccc1Cl)NC(=O)c1ccccc1Cl (stereo not drawn) | 1%
CC(C)C[C@H]1CNC(=S)N1CC1CCCN1C[C@H](CC(C)C)N1C[C@H](CC(C)C)N(CCc2ccccc2)C1=S (stereo partly drawn) | 2%
O=C(NCCN1CCOCC1)c1ccc(CS(=O)(=O)c2ccc(Br)cc2)o1 | 18%
Cc1cc2oc(C(=O)N3CCN(Cc4ccccc4)CC3)c(C)c2cc1C | 10%
CC(=NNC(=O)C(C)SC(C)C(=O)NN=C(C)c1cccnc1)c1cccnc1 (stereo not drawn) | 0%
Cc1ccc(C)c(OCCC(=O)OCC(=O)Nc2cccnc2Cl)c1 | -3%
Cc1[nH]c2ccccc2c1C1=CC(=O)C=CC1=O | -15%
CCCCCC1CCNCC1 | -8%
COc1ccc(CCCc2nnc(SCC(=O)Nc3cccc(F)c3C)o2)cc1 | -1%
Cc1cc(C)c(C)c(S(=O)(=O)Nc2cccnc2)c1C | -13%
O=C(Nc1ccc(N2CCOCC2)c(S(=O)(=O)Nc2ccccc2Cl)c1)c1ccc(=O)[nH]n1 | -3%
COc1cc(/C=C/C(=O)O)cc(OC)c1O | -2%
Cc1cc(=O)n2cn[nH]c2n1 | -21%
CCOc1ccc(OCC(=O)Nc2cccc(S(=O)(=O)NC3=NCCC3)c2)cc1 | 2%
O=[N+]([O-])/C(Cl)=C(/NCCO)C(Cl)=C(Cl)Cl | 2%
CCOc1ccccc1C(=O)NCCCCNC(=O)c1ccccc1OCC | -12%
CCOC(=O)C1CCN(C(c2cc3cc(C)cc(C)c3[nH]c2=O)c2nnnn2C2CCCCC2)CC1 (stereo not drawn) | -4%
C=CCOC(=O)N1CCC2CC1c1cc(-c3cccc(C)c3)ccc12 (stereo not drawn) | -14%
O=C(C[n+]1ccccc1Cl)c1ccc(F)cc1 | -7%
O=[N+]([O-])c1cc(-c2csc(NCCc3nc4cc(Cl)c(Cl)cc4n3CCCO)n2)ccc1Cl | 3%

(cont.)
SMILES | FEN1 inhibitor
O=c1c2ccccc2nc(-c2ccc(Cl)cc2)n1CCCOc1ccccc1F | 5%
CCOC(=O)c1c(NC(=O)CSc2nnc(-c3ccc(OC)cc3)o2)sc2c1CCC2 | -1%
CC(C)(C)n1ncc2c(=O)n(Cc3cc(C(F)(F)F)ccc3Cl)cnc21 | -26%
Cc1ccc(S(=O)(=O)/N=C2\C=C(NS(=O)(=O)c3ccccc3)C(=O)c3ccccc32)c(C)c1 | -2%
CC1c2ccccc2N(S(=O)(=O)c2ccccc2)C1C (stereo not drawn) | -4%
O=C(O)c1cccc(NC(=S)NC(=O)c2cncc(Br)c2)c1 | 12%
COc1ccccc1/C=C/c1ccnc2ccccc12 | -8%
CC(C)(C)OC(=O)N[C@H]1C=C[C@H](OC(=O)CC(=O)OCC(F)(F)F)C1 | -7%
COc1ccc(OC)c(NC(=O)c2ccccc2OC(C)=O)c1 | 14%
Cc1ccc(CNC(=O)C2CCCC2)cc1 | -13%
COc1ccc(CN(C)C(=O)c2cccc(NC(=O)CC3SC(N4CCCCC4)=NC3=O)c2)c(OC)c1 (stereo not drawn) | 0%
CCCCCCCCCCCC1N=C(N)NC(CCCO)=C1C(=O)OC (stereo not drawn) | -8%
O=C(Nc1ccc(NC(=S)NC(=O)C(c2ccccc2)c2ccccc2)cc1)c1ccccc1 | 4%
O=C(c1ccccc1)C1(c2ccccc2)OC1c1ccccc1 (stereo not drawn) | -21%
COc1ccc(C#Cc2c(-c3ccc(OC)cc3)oc3ccc(-c4ccc(OC)cc4)cc23)cc1 | -3%
COc1ccc(C(=O)N(C)Cc2ccc(OC)c(OC)c2OC)cc1S(=O)(=O)N1CCOCC1 | -14%
Clc1nnc2c3ccccc3ccn12 | -10%
CO[C@H]1C[C@@H]2CC[C@@H](C)[C@@](O)(O2)C(=O)C(=O)N2CCCC[C@H]2C(=O)O[C@H]([C@H](C)C[C@@H]2CC[C@@H](O)[C@H](OC)C2)CC(=O)[C@H](C)/C=C(\C)[C@@H](O)[C@@H](OC)C(=O)[C@H](C)C[C@H](C)/C=C/C=C/C=C/1C | -16%
C=CCOC1COC2C(OCC=C)COC12 (stereo not drawn) | 1%
C=CCc1ccccc1OCC(O)CN1CCOCC1 (stereo not drawn) | -4%
CCC1(c2ccc(F)cc2)NC(=O)N(CC(=O)N2CCN(S(=O)(=O)c3ccc(C)cc3C)CC2)C1=O (stereo not drawn) | -10%
O=C1OCCN1N1CCOC1=O | 1%
CC(C)c1ccc(/C=C2\C=Cc3ccccc32)cc1 | -24%
CC(C)=CCC/C(C)=C/CC/C(C)=C/CCC1(C)CCc2cc(O)ccc2O1 (stereo not drawn) | -10%
CC(C)NS(=O)(=O)c1cc(C(F)(F)F)ccc1/C=C/C(=O)O | 6%

Carrying on:
SMILES | FEN1 inhibitor
O=C(CC(NC(=O)OCc1ccccc1)C(=O)OCc1ccccc1)OCc1ccccc1 (stereo not drawn) | -17%
Cc1nc(C)n(C(Oc2ccc(Cl)cc2Cl)C(=O)C(C)(C)C)n1 (stereo not drawn) | -1%
O=C(CSc1nc(C2CC2)nc2ccccc12)N1CCc2ccccc21 | 22%
Nc1nc(N)c(N)c(=O)[nH]1 | -22%
CCSc1nnc(NC(=O)C2CCN(C(=O)c3ccco3)CC2)s1 | 16%
COC1=C(OC)C(=O)C(Sc2ccc3ccccc3c2)=CC1=O | 5%
CC(C)(C)c1ccc(/C=C(\C#N)C(=O)NC2CC2)cc1 | -10%
O=C(CCN1CCCCC1)c1cccc(Cl)c1 | -2%
Cn1cnc2ncnc(Oc3ccc(Br)cc3)c21 | 3%
COc1ccc(/C=C2\C(=O)NC(=O)c3ccccc32)cc1OC | -9%
COc1c(CC=C(C)C)c(O)cc2oc(=O)c3c4ccc(O)cc4oc3c12 | -21%
CCOc1ccccc1C(c1c(O)nc(SC)[nH]c1=O)c1c(O)nc(SC)[nH]c1=O | -2%
CC1Cn2c(nnc2-c2cccs2)S1 (stereo not drawn) | -16%
CCOc1ccc(OCCC(=O)OCC(=O)N2CCN(S(=O)(=O)c3ccc(C)cc3C)CC2)cc1 | 13%
CCc1ccc(C(=O)NCC2(c3ccccc3)CCOCC2)o1 | 13%
CCOC(=O)c1ccc(NC(=O)C2CC(=O)NC(=Nc3ccc(C)c(C)c3)S2)cc1 (stereo not drawn) | 15%
CCC(=O)N=c1sc2c(OC)ccc(OC)c2n1C | -13%

A stretch from the list above, for reference:
SMILES | FEN1 inhibitor
CC(C)NS(=O)(=O)c1cc(C(F)(F)F)ccc1/C=C/C(=O)O | 6%
O=C(CC(NC(=O)OCc1ccccc1)C(=O)OCc1ccccc1)OCc1ccccc1 (stereo not drawn) | -17%
Cc1nc(C)n(C(Oc2ccc(Cl)cc2Cl)C(=O)C(C)(C)C)n1 (stereo not drawn) | -1%
O=C(CSc1nc(C2CC2)nc2ccccc12)N1CCc2ccccc21 | 22%
Nc1nc(N)c(N)c(=O)[nH]1 | -22%
CCSc1nnc(NC(=O)C2CCN(C(=O)c3ccco3)CC2)s1 | 16%
COC1=C(OC)C(=O)C(Sc2ccc3ccccc3c2)=CC1=O | 5%
CC(C)(C)c1ccc(/C=C(\C#N)C(=O)NC2CC2)cc1 | -10%
O=C(CCN1CCCCC1)c1cccc(Cl)c1 | -2%
Cn1cnc2ncnc(Oc3ccc(Br)cc3)c21 | 3%
COc1ccc(/C=C2\C(=O)NC(=O)c3ccccc32)cc1OC | -9%
COc1c(CC=C(C)C)c(O)cc2oc(=O)c3c4ccc(O)cc4oc3c12 | -21%
CCOc1ccccc1C(c1c(O)nc(SC)[nH]c1=O)c1c(O)nc(SC)[nH]c1=O | -2%
CC1Cn2c(nnc2-c2cccs2)S1 (stereo not drawn) | -16%
CCOc1ccc(OCCC(=O)OCC(=O)N2CCN(S(=O)(=O)c3ccc(C)cc3C)CC2)cc1 | 13%
CCc1ccc(C(=O)NCC2(c3ccccc3)CCOCC2)o1 | 13%
CCOC(=O)c1ccc(NC(=O)C2CC(=O)NC(=Nc3ccc(C)c(C)c3)S2)cc1 (stereo not drawn) | 15%
CCC(=O)N=c1sc2c(OC)ccc(OC)c2n1C | -13%
